Bioassay records from PubChem.
D1 antagonist – blocks dopamine activation of the human D1 receptor | activity change, negative = inhibition, % at 10 µM | HEK293 TREx D1 cells, calcium flux, dopamine EC80; active compounds read low | 3.2% of 360,000 active | P21728; in the data active = activity change below about -30%; note: % is set by controls: 0 for no effect and ±100 for the full control effect
Target sequence (P21728 whole entry, looked up): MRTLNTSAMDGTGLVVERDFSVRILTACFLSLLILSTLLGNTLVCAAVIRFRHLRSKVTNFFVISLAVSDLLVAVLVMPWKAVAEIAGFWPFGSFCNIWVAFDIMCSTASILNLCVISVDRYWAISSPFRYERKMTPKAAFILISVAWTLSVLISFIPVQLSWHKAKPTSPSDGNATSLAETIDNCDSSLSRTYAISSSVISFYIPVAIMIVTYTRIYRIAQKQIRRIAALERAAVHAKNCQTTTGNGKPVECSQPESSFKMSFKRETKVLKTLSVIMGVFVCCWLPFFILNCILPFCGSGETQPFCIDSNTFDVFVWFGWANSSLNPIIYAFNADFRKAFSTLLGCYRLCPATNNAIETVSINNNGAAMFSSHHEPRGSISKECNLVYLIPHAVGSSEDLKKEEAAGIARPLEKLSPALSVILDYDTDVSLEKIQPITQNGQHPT
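Calcium flux readout: force-coupled, inducible Hek293 Trex D1 line, cells induced overnight at 30 C with tetracycline, dye-loaded 30–90 min at RT. Antagonism scored against EC80 dopamine challenge given 180 s after compound.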
GRP78 ERSR act – ER stress response induction in glioma | U87-MG GRP78 promoter luciferase reporter, 16 h | Potency, µM, for inactives: at the highest dose activation, hits mostly activators | 0.02% of 420,000 active | AID 602332; note: potency is the fitted concentration of half-maximal effect; series mostly up to about 76 µM; % of control where 0% means no effect; nearly all actives have a fitted effect of over 35% in size
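Stably transfected U87-MG glioma cells carrying a GRP78-based luciferase sensor; 16 h compound incubation. Luminescence end-point read 10 min after Bright-Glo addition at room temperature.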
Vif-APOBEC3G blk – Vif-A3G binding inhibition; 0.076% of 410,000 active; Potency, µM (doses to about 46.1 µM), without a hit: top-dose activity, negative = active, most hits filed as inhibitors; HeLa A3G-eYFP + Vif (tagged APOBEC3G with the HIV-1 protein that degrades it), YFP fluorescence, overnight; AID 602310;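 note: potency is the fitted concentration of half-maximal effect; % is set by controls: 0 for no effect and ±100 for the full control effect; nearly all actives have a fitted effect of over 60% in size; hits raise eYFP signal because A3G escapes Vif-driven loss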
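Read-out is eYFP fluorescence (Ex 488/Em 500-530) from Vif-expressing HeLa A3G-eYFP cells; more signal means A3G escaped Vif-mediated degradation. Cells plated overnight, compound pinned in, incubated overnight at 37 deg C.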
LDHA block – blocks human lactate dehydrogenase A; AID 1347041; activity change, % (values are at about 110 or 230 µM); purified LDHA, NADH/diaphorase-resazurin fluorescence; active compounds read low; P00338; 0.15% of 480,000 active; in the data active = activity change below about -30%; inconclusive = mostly about -25% to -30%;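 note: plate controls were DMSO wells for no effect and wells without enzyme for full effect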
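Human LDH5 at 2 nM final in Tris HCl pH 7.4 with 0.06 mM NADH and 0.2 mM pyruvate, reacted 5 minutes at room temperature. Remaining NADH coupled via diaphorase/resazurin; resorufin fluorescence read at 0 and 20 minutes, normalized to enzyme-free and DMSO wells.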
RXFP1 ag – agonists of human relaxin receptor RXFP1 | Q9HBX9 | HEK293T-RXFP1 cAMP TR-FRET, 30 min; response scale: percent of porcine relaxin response, buffer zero | Potency, µM (titrated, usually from 57.5 µM), without a hit: at the highest dose activation, most hits filed as activators | 0.3% of 370,000 active | AID 2676; note: potency is the fitted concentration of half-maximal effect; % is set by controls: 0 for no effect and ±100 for the full control effect; nearly all actives have a fitted effect of over 60% in size; many of its hits are not listed in these tables
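HEK293 cells stably expressing RXFP1, treated 30 min at 37C with compounds plus PDE4 inhibitor Ro 20174; cAMP measured by HTRF TR-FRET. Normalized to buffer and 29 nM porcine relaxin; EC50 by Hill fit.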
D1 ag – human D1 receptor agonism. HEK293 T-REx D1 cells, calcium flux, agonist mode. AID 504660. activation, % at 2 µM. 1% of 360,000 active; in the data active = activation above about 30%; note: 0% is about no effect
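Inducible HEK293 T-REx D1 cells, force-coupled to calcium signalling, were plated at 4000 cells/well with tetracycline and held overnight at 30 C. After no-wash calcium dye loading, compound-evoked calcium rise over 180 s flagged agonists.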
Vif-A3F inh – Vif-A3F binding inhibition; 0.2% of 390,000 active; Potency, µM (series often up to 46.1 µM), for inactives: top-dose activity, negative = active; HeLa A3F-eYFP + Vif (tagged APOBEC3F with the HIV-1 protein that degrades it), YFP fluorescence increase; AID 602313; note: potency is the fitted concentration of half-maximal effect; % of control where 0% means no effect; nearly all actives have a fitted effect of over 65% in size
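HeLa cells stably expressing A3F-eYFP plus Vif, plated and incubated overnight at 37 deg C, then exposed to compounds overnight at 37 deg C. Blocked degradation read as raised yellow fluorescence (Ex 488/Em 500-530).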
D1 PAM – potentiators of human D1 dopamine receptor. P21728. HEK293 TREx D1 cells, calcium flux, dopamine EC20 potentiation. potentiation, % at 10 µM. 0.036% of 360,000 active; in the data active = potentiation above about 30%; note: 0% is about no effect
D2 PAM – D2 dopamine receptor (human) potentiation; P14416; HEK293 T-REx D2, calcium flux, EC20 dopamine potentiation; potentiation, % at 10 µM; 0.34% of 340,000 active; AID 485347;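 active = potentiation over 3 SD above the plate norm, cut at about 30% in these data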; note: 0% is about no effect
Target sequence (P14416 whole entry, looked up): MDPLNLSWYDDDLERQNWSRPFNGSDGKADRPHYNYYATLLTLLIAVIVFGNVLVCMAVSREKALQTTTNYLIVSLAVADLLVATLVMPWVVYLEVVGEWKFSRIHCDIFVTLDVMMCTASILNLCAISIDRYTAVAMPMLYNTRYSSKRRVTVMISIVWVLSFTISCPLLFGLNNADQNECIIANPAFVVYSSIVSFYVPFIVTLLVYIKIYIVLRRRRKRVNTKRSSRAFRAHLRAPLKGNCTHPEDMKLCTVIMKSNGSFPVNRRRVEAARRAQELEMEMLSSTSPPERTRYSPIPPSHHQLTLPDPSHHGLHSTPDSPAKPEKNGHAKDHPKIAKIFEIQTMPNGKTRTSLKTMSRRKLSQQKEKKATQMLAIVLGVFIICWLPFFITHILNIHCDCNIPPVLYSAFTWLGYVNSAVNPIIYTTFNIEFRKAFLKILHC
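Tetracycline-induced HEK293 T-REx cells force-coupled to calcium signalling expressed D2; compounds were pin-added after a 10 s baseline, read kinetically 180 s, then an EC20 dopamine challenge followed with a further 180 s calcium read.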
* marks the source's active call; other numbers are inactive results; u = inconclusive; x = not tested or not shown. Unless noted, calls come from the whole dose curve; as a rule, active = well fitted curve in the direction sought with a large enough effect; inconclusive = small, poorly fitted or top-dose-only effect, or another doubt; inactive = no such curve, though single readings can be large; an effect the other way counts as inactive or inconclusive. The list is partial; count on the stated rates, not on these rows.

SMILES | D1 antagonist | GRP78 ERSR act | Vif-APOBEC3G blk | LDHA block | RXFP1 ag | D1 ag | Vif-A3F inh | D1 PAM | D2 PAM
CC(C)Cn1c2c(c(=O)[nH]c1=O)C(NS(=O)(=O)c1ccc(Cl)cc1)(C(F)(F)F)C(=O)N2 (centres undefined) | -2 | 0% | 5% | -8 | -7.8% | 2 | -5% | 4 | -1
O=C(NCC1CCCO1)C1CCC(=O)N1CCc1ccccc1 (centres undefined) | 6 | -3% | -2% | -7 | -4.8% | 4 | -7% | -1 | -16
NC(=S)N/N=C/c1ccc(-c2ccc(Cl)c(Cl)c2)o1 | 4 | 1% | u | -4 | 0.0% | 3 | x | -3 | 2
CCOc1ccc(N2C(=O)/C(=C/c3ccccc3)N=C2SC)cc1 | -1 | 3% | 0% | -10 | -1.5% | 3 | -13% | -3 | x
CCCCOP(=O)(c1ccc(N(C)C)cc1)C(O)c1ccccc1F (centres undefined) | 0 | -4% | 0% | -1 | -0.6% | -1 | 4% | 2 | 15
CC(C)c1cc(CNC(=O)c2cc(COc3cncc(Cl)c3)on2)on1 | -7 | 3% | 4% | 0 | -1.0% | 3 | 6% | -2 | 5
CCOC(=O)c1c(C)oc2nc(C)nc(NCCc3ccc(SC)cc3)c12 | -32* | -3% | 1% | 0 | -0.6% | 5 | -13% | -6 | 4
N#Cc1ccc(CSc2ncnc3c2cnn3Cc2ccccc2)cc1 | -6 | -3% | 3% | -4 | 0.2% | 11 | -5% | -6 | 1
C[C@@H]1CN([C@H](C)CO)S(=O)(=O)c2ccc(Br)cc2O[C@@H]1CN(C)C(=O)CN1CCOCC1 | x | -4% | -2% | -19 | x | x | -3% | x | x
CCN(CC(=O)Nc1ccc2c(c1)OCCO2)C(=O)COc1ccc(C)cc1 | 10 | -1% | -1% | -2 | 0.1% | 0 | 0% | -3 | 3
Cc1ccccc1OCC(=O)Nc1ccc(C(=O)Nc2ccccc2C(=O)O)cc1 | -1 | -3% | -5% | -17 | 0.1% | 1 | -2% | -4 | 0
CCOc1cccc(CN2CCC(Oc3ccc(C(=O)N4CCCC4)cc3)CC2)c1O | x | 0% | 0% | 3 | x | x | -1% | x | x
COc1ccccc1Nc1ncc(-c2cccs2)s1 | -7 | 8% | -12% | 3 | 1.7% | 2 | 3% | -3 | 1
COc1ccccc1-c1noc(-c2ccc(N3CCC(C)CC3)c([N+](=O)[O-])c2)n1 | 12 | 3% | -1% | -4 | -2.2% | 9 | -6% | -3 | 4
COC(=O)c1sc(NC(=S)NC(=O)c2ccc(C)cc2)nc1C | 2 | 6% | -2% | 1 | 3.2% | 2 | 5% | 2 | 4
COc1ccc(NS(=O)(=O)c2ccc(O)c(C(=O)OCC(=O)N3CCCCC3)c2)cc1 | -7 | -2% | 2% | 0 | 0.3% | 3 | 1% | 1 | 13
CCNc1nc2c(c(=O)[nH]c(=O)n2C)n1CC(C)C | -5 | -3% | 0% | 0 | 1.6% | 2 | 0% | 5 | 15
COC(=O)c1cc(C(=O)OCC(=O)NC2CCCC2)cc([N+](=O)[O-])c1 | -5 | 0% | 4% | -1 | 2.7% | 1 | -1% | 4 | 5
O=C(CNC(=O)c1ccccc1O)N/N=C/c1ccccn1 | 23 | 3% | -7% | 15 | 0.6% | 5 | 1% | 2 | 13
CN(Cc1ccccc1F)C(=O)c1ccccc1Sc1ccccc1C#N | 5 | -3% | -3% | -7 | -3.9% | 2 | -11% | 1 | -2
CC(C)N1C(=O)/C(=C/c2nc3ccccc3c(=O)n2-c2ccccc2)c2ccccc21 | 14 | 0% | -19% | -2 | -1.4% | 0 | 5% | -1 | 7
CCOc1ccc(N2C(=O)S/C(=C\c3cccn3C)C2=O)cc1 | -16 | -2% | -13% | -2 | 0.3% | 2 | u | -5 | -1
C=CCC[C@@H](Cc1ccc(F)cc1)C(=O)OC[C@@H](Cc1ccccc1)NC(=O)[C@H](CC=C)CC(=O)NCCO | x | 0% | 0% | -3 | x | x | -6% | x | x
C=CCNC(=O)c1cc(-c2cccnc2)nc2ccccc12 | 14 | 0% | 1% | -8 | -0.2% | 0 | 0% | -3 | -4
O=C(COc1cccc(NC(=O)c2ccco2)c1)c1ccccc1 | -22 | -2% | -3% | 1 | 2.0% | 3 | -3% | -1 | x
COc1ccc(N=C2S/C(=C\c3cc(C)n(C)c3C)C(=O)N2CC(C)C)cc1 | -13 | -3% | 3% | -2 | 5.5% | 5 | -5% | -8 | 11
CCOC(=O)C1CCN(C(=O)CNC(=O)Cn2c(C)cc3ccccc3c2=O)CC1 | -4 | -3% | 4% | -7 | 2.4% | -2 | 6% | 9 | 2
O=C(Nc1nnc(SCc2ccccc2F)s1)C1=COCCO1 | -15 | 8% | 2% | -11 | -0.3% | 6 | 5% | 7 | 4
COc1cc(C)ccc1OCCn1c(-c2ccc(Cl)cc2)nc2ccccc2c1=O | -5 | 0% | 5% | -4 | 3.0% | 1 | 1% | 0 | 4
CCCCN(C(=O)c1cccc(S(=O)(=O)N2CC(C)OC(C)C2)c1)c1c(N)n(CCCC)c(=O)[nH]c1=O (centres undefined) | 4 | -1% | 0% | -9 | -1.0% | 0 | -6% | -14 | 5
Cc1ccc(-c2cc(NC(=O)COc3c(C)cc(C)cc3C)on2)cc1 | -21 | 1% | -2% | -3 | -0.3% | 3 | 4% | -2 | -14
O=C1c2cccc([N+](=O)[O-])c2C(=O)N1c1c[nH]c(=O)[nH]c1=O | -11 | -1% | -1% | 5 | -2.6% | 1 | -20% | 1 | 2
CC(=O)c1c(C)[nH]c(C(=O)OCC(=O)Nc2cc(S(=O)(=O)N3CCCCC3)ccc2C)c1C | -23 | -5% | 0% | -8 | -1.0% | 4 | -11% | -5 | -25
COc1ccc(-n2ncc(C(=O)NCc3ccccc3)c2C2CCN(C(=O)OC(C)(C)C)CC2)cc1 | 10 | 1% | 0% | -3 | -3.7% | 2 | -1% | 5 | 2
CCN(CC)c1ccc(NC(=O)c2nc3nc(C)cc(C(F)F)n3n2)cc1 | -8 | -2% | -5% | 5 | 1.5% | 0 | -1% | -7 | 3
CCCc1nnc(SCC(=O)Nc2ccc(NC(C)=O)cc2)n1-n1cccc1 | 5 | -1% | 1% | -5 | -0.5% | 0 | 4% | 2 | 4
O=C(OCc1ccc([N+](=O)[O-])cc1)c1ccc2ccccc2n1 | -6 | 0% | 1% | -6 | -2.2% | 3 | 0% | -2 | -2
Cc1ccc(Cl)cc1NC(=O)N(C)CCO | -25 | -7% | -1% | -2 | -2.2% | 1 | -6% | -8 | 3
Cc1cc(C)n2nc(-c3ccc(Cl)cc3)cc2n1 | -11 | 0% | -2% | -1 | 1.6% | 0 | -5% | 1 | 4
COc1ccc(-c2oc(=O)c3cc(OC)c(OC)cc3c2C#CCCCO)cc1 | x | 2% | 3% | -4 | x | x | -1% | x | x

Rewritten as tab-separated lines: 9 of the compounds above.
molecule	D1 antagonist	GRP78 ERSR act	Vif-APOBEC3G blk	LDHA block	RXFP1 ag	D1 ag	Vif-A3F inh	D1 PAM	D2 PAM
O=C1c2cccc([N+](=O)[O-])c2C(=O)N1c1c[nH]c(=O)[nH]c1=O	-11	-1%	-1%	5	-2.6%	1	-20%	1	2
CC(=O)c1c(C)[nH]c(C(=O)OCC(=O)Nc2cc(S(=O)(=O)N3CCCCC3)ccc2C)c1C	-23	-5%	0%	-8	-1.0%	4	-11%	-5	-25
COc1ccc(-n2ncc(C(=O)NCc3ccccc3)c2C2CCN(C(=O)OC(C)(C)C)CC2)cc1	10	1%	0%	-3	-3.7%	2	-1%	5	2
CCN(CC)c1ccc(NC(=O)c2nc3nc(C)cc(C(F)F)n3n2)cc1	-8	-2%	-5%	5	1.5%	0	-1%	-7	3
CCCc1nnc(SCC(=O)Nc2ccc(NC(C)=O)cc2)n1-n1cccc1	5	-1%	1%	-5	-0.5%	0	4%	2	4
O=C(OCc1ccc([N+](=O)[O-])cc1)c1ccc2ccccc2n1	-6	0%	1%	-6	-2.2%	3	0%	-2	-2
Cc1ccc(Cl)cc1NC(=O)N(C)CCO	-25	-7%	-1%	-2	-2.2%	1	-6%	-8	3
Cc1cc(C)n2nc(-c3ccc(Cl)cc3)cc2n1	-11	0%	-2%	-1	1.6%	0	-5%	1	4
COc1ccc(-c2oc(=O)c3cc(OC)c(OC)cc3c2C#CCCCO)cc1	x	2%	3%	-4	x	x	-1%	x	x

(list continues)
SMILES | D1 antagonist | GRP78 ERSR act | Vif-APOBEC3G blk | LDHA block | RXFP1 ag | D1 ag | Vif-A3F inh | D1 PAM | D2 PAM
CCC(C(=O)NCCCN1CC(C)CC(C)C1)n1nc(C)c2sc3ccccc3c2c1=O (centres undefined) | -3 | -1% | 0% | -10 | 1.8% | 2 | 7% | 9 | -16
CC1CN(C(=O)c2ccncc2)CC(C)O1 (centres undefined) | 14 | -3% | 0% | -7 | 0.1% | -1 | -12% | -3 | 9
CCc1ccc(S(=O)(=O)c2nnn3c2nc(N2CCOCC2)c2ccccc23)cc1 | -1 | 1% | 2% | -8 | 18% | 2 | 1% | -3 | 32*
CC(C)COC(=O)Nc1ccccc1C(=O)N1CCOCC1 | -1 | 7% | 3% | -13 | 2.8% | -1 | -8% | -1 | 4
COc1ccc(NC(=O)COC(=O)CNC(=O)C2CCCCC2)cc1OC | x | -4% | 3% | 4 | x | x | 8% | x | x
CCC1CCCCN1C(=S)NC(=O)c1cc(S(=O)(=O)N2CCOCC2)ccc1C (centres undefined) | -6 | 6% | 1% | -2 | 4.3% | 0 | -6% | 1 | 0
COc1ccc(Nc2ncnc3c2cnn3Cc2ccccc2)cc1 | -13 | 2% | -9% | -2 | 3.7% | 1 | -7% | -7 | -6
COc1ccc(-c2nc(CS(=O)(=O)CC(=O)NCc3ccc4c(c3)OCO4)c(C)o2)cc1 | -6 | -3% | -2% | 1 | 3.9% | 2 | -13% | 1 | x
